Source: PubChem BioAssay (National Center for Advancing Translational Sciences (NCATS))
TGFb inhibitor: inhibitors of TGF-b signaling; HepG2 CAGA-GFP TGF-b/SMAD3 reporter, GFP fluorescence, 18 h; TGF-beta stimulated, 500 pg/mL final; Potency, µM (titrated, usually from 46.1 µM), for the others: at the highest dose activity, negative = inhibition, hits mostly inhibitors; 410,000 compounds, 1.2% hits; further: potency means the concentration at half of the fitted maximal effect; on the % scale 0 is the no-effect control and ±100 the full control effect; nearly all actives have a fitted effect of over 65% in size
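HEPG2 CAGA-GFP reporter cells (1000/well, DMEM with 1% FBS) received compounds, then recombinant TGF-beta at 500 pg/mL final for 18 hours at 37 degrees C. Per-cell GFP summed per well was normalised to unstimulated and stimulated DMSO controls before curve fitting.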
IL-1B inflam inh: inflammasome signaling inhibition, IL-1 beta readout; THP-1 LPS/ATP IL-1B secretion, AlphaLISA, 16 h; stronger effect = lower value; activity change, % at 57.5 µM; 360,000 compounds, 4.7% hits; AID 743279; in the data active means activity change below about -50%; inconclusive means mostly about -30% to -49%; further: on the % scale 0 is the no-effect control and ±100 the full control effect
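Secreted IL-1B measured by AlphaLISA bead assay after 16 h compound exposure of THP-1 cells; compounds (final up to 57.5 uM) added 1 h before LPS (250 ng/mL) and ATP (1.25 mM) stimulation; lower signal means less secretion.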
ATXN2 expr inh: inhibitors of ATXN2 expression; HEK-293 ATXN2-luciferase reporter, luminescence, 24 h; Potency, µM (series often up to 57 µM), inactives show at the top dose activity change, negative = inhibition, hits mostly inhibitors; 360,000 compounds, 0.72% hits; AID 1745845; further: potency means the concentration at half of the fitted maximal effect; on the % scale 0 is the no-effect control and ±100 the full control effect; nearly all actives have a fitted effect of over 55% in size
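ATXN2-luciferase reporter cells (luciferase flanked by upstream and downstream ATXN2 gene portions) were treated 24 h at 37 °C with compounds at up to 57 uM. SteadyGlo luminescence gave expression; GF-AFC fluorescence gave viability.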
ATXN viability: reduces viability in counter-screen for ATXN expression inhibitors; S2 cells (HEK-293 line with an ATXN2-luciferase reporter) viability, CellTiter-Fluor protease fluorescence, 24 h; Potency, µM (highest dose often 56.7 µM), most hits filed as cytotoxic; 400,000 compounds, 0.49% hits; further: potency means the concentration at half of the fitted maximal effect; nearly all actives have a fitted effect of over 40% in size
Nrf2 block: inhibitors of Nrf2 signaling; AID 504444; A549 ARE-Fluc reporter, luciferase luminescence, 18-24 h; 360,000 compounds, 2.1% hits; Potency, µM (titrated, usually from 46 µM), without a hit: top-dose activity change, negative = inhibition, usual class: inhibitors; further: potency means the concentration at half of the fitted maximal effect; on the % scale 0 is the no-effect control and ±100 the full control effect; nearly all actives have a fitted effect of over 60% in size
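Quantitative HTS in A549 cells stably bearing an antioxidant response element-firefly luciferase construct. Inhibition of Nrf2-driven transcription was scored by luminescence after 18-24 h of compound exposure at 37 °C.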
A549 viability: kills or reduces viability of A549 cells in Nrf2 counter-screen | A549 ARE-Fluc cells, CellTiter-Fluor viability, 18-24 h | Potency, µM (series often up to 46 µM), without a hit: at the top dose activity change, negative = cytotoxicity, hits mostly inhibitors | 390,000 compounds, 0.16% hits | AID 504648; further: potency means the concentration at half of the fitted maximal effect; on the % scale 0 is the no-effect control and ±100 the full control effect
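Cytotoxicity counterscreen: CellTiter-Fluor fluorescence was measured in A549 ARE_Fluc cells after 18-24 h of compound exposure in a concentration series. The subsequent BugLite luminescent read reports ARE-luciferase activity.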
MCF10A rerep: induces DNA re-replication in MCF 10a normal breast cells; MCF 10A DNA re-replication, Hoechst nuclear intensity, 48 h; Potency, µM (series often up to 46.1 µM), for the others: at the highest dose activity, positive = re-replication, most hits filed as activators; 350,000 compounds, 2.9% hits; further: potency means the concentration at half of the fitted maximal effect; % of control where 0% means no effect; nearly all actives have a fitted effect of over 50% in size
Nrf2 ARE act: activates Nrf2 signaling. AREc32 ARE-luciferase reporter (MCF7-derived line), luminescence, 24 h. Potency, µM (titrated, usually from 46.1 µM), inactives show at the top dose activation, usual class: activators. 410,000 compounds, 0.31% hits; further: potency means the concentration at half of the fitted maximal effect; % of control where 0% means no effect; nearly all actives have a fitted effect of over 65% in size
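Cells of the AREc32 ARE-luciferase line are plated in OPTI-MEM containing 5% FBS and left overnight at 37 deg C. Compounds are pinned in, incubation continues 24 hr, and firefly luciferase signal is then measured.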
HepG2 tox: HepG2 cytotoxicity, counter-screen for TGF-b inhibitors. Potency, µM (highest dose often 46.1 µM), for inactives: at the highest dose activity change, negative = cytotoxicity, usual class: cytotoxic. 410,000 compounds, 0.76% hits. HepG2 CAGA-GFP viability, ATP luminescence, 18 h. AID 588856; further: potency means the concentration at half of the fitted maximal effect; some results filed as inactive show a strong effect at the top dose
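HepG2 CAGA-GFP cells (1000/well, DMEM with 1% FBS) received compound, then TGF-beta at 500 pg/mL final, and were incubated 18 hours at 37 degrees C. Viability was read by CellTiter-Glo luminescence. Media-only wells were set as complete cell-killing and DMSO as no toxicity.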
An asterisk follows results filed as active; & = joins results of further samples; [ ] = another dose, or the depositor's remark. Unless noted, the call rests on the fitted dose curve; in most records, active means well fitted curve in the direction sought with a large enough effect; inconclusive means small, poorly fitted or top-dose-only effect, or another doubt; inactive means no such curve, though single readings can be large; an effect the other way counts as inactive or inconclusive.

Start of the listing, in advance, two compounds:
O=C(NNC(=O)C12CC3CC(CC(Cl)(C3)C1)C2)c1ccncc1 was read as TGFb inhibitor 16%, IL-1B inflam inh -2, ATXN2 expr inh -1%, ATXN viability inactive, Nrf2 block -7%, A549 viability 1%, MCF10A rerep 7%, Nrf2 ARE act 0.0% and HepG2 tox -5%.
For O=C(O)CC1(CC(=O)NCc2ccc(C(F)(F)F)cc2)CCCCC1 the results were TGFb inhibitor 4%, IL-1B inflam inh 21, ATXN2 expr inh -5%, ATXN viability inactive, Nrf2 block inconclusive, A549 viability -3%, MCF10A rerep 4%, Nrf2 ARE act 0.1% and HepG2 tox 0%.

Results, from the start:
O=C(NNC(=O)C12CC3CC(CC(Cl)(C3)C1)C2)c1ccncc1 was read as TGFb inhibitor 16%, IL-1B inflam inh -2, ATXN2 expr inh -1%, ATXN viability inactive, Nrf2 block -7%, A549 viability 1%, MCF10A rerep 7%, Nrf2 ARE act 0.0% and HepG2 tox -5%.
For O=C(O)CC1(CC(=O)NCc2ccc(C(F)(F)F)cc2)CCCCC1 the results were TGFb inhibitor 4%, IL-1B inflam inh 21, ATXN2 expr inh -5%, ATXN viability inactive, Nrf2 block inconclusive, A549 viability -3%, MCF10A rerep 4%, Nrf2 ARE act 0.1% and HepG2 tox 0%.
Screening O=c1[nH]c2c(c3c1CCCC3)CCCC2 returned TGFb inhibitor -4%, IL-1B inflam inh 40, ATXN2 expr inh 2%, ATXN viability inactive, Nrf2 block -27%, A549 viability -5%, MCF10A rerep inconclusive, Nrf2 ARE act 4.7% and HepG2 tox -17%.
For O=S(=O)(c1ccccc1)N1CCN(S(=O)(=O)c2ccccc2)c2ccccc21 the results were TGFb inhibitor 5%, IL-1B inflam inh -10, ATXN2 expr inh -13%, ATXN viability inactive, Nrf2 block -3%, A549 viability -11%, MCF10A rerep -6%, Nrf2 ARE act 2.4% and HepG2 tox 6%.
Screening COc1cc(C(=O)NNC(=O)c2cc(S(=O)(=O)N(C)C)ccc2N2CCCC2)cc(OC)c1OC returned TGFb inhibitor 10%, IL-1B inflam inh inconclusive, ATXN2 expr inh -6%, ATXN viability inactive, Nrf2 block -10%, A549 viability -5%, MCF10A rerep 3%, Nrf2 ARE act 0.3% and HepG2 tox -13%.
O=C(NCCCN1CCOCC1)c1ccc2c(c1)N(Cc1ccccc1F)C(=O)c1ccccc1S2=O (stereo unspecified) was read as TGFb inhibitor 2%, IL-1B inflam inh 53, ATXN2 expr inh -6%, ATXN viability inactive, Nrf2 block -12%, A549 viability -1%, MCF10A rerep 3%, Nrf2 ARE act -0.9% and HepG2 tox -8%.
For Cc1cccc(C)c1N1CC(=O)N(c2c(C)cccc2C)CC1=O the results were TGFb inhibitor 1%, IL-1B inflam inh 19, ATXN2 expr inh 12%, ATXN viability inactive, Nrf2 block 5%, A549 viability -2%, MCF10A rerep -1%, Nrf2 ARE act 0.3% and HepG2 tox -22%.
`CCCOC(=S)NC(=O)c1sc2ccccc2c1Cl` gave TGFb inhibitor -12%, IL-1B inflam inh 0, ATXN2 expr inh 7%, ATXN viability inactive, Nrf2 block -20%, A549 viability -2%, MCF10A rerep 15%, Nrf2 ARE act 0.3% and HepG2 tox -3%.
CCOC(=O)/C=C/CN(C(=O)OC(C)(C)C)S(=O)(=O)N1CC=CC1 was read as TGFb inhibitor inconclusive, IL-1B inflam inh 6, ATXN2 expr inh 26%, ATXN viability inactive, Nrf2 block -1%&10%, A549 viability -2%&1%, MCF10A rerep -4%, Nrf2 ARE act 9.4% and HepG2 tox 0%&5%.
`CCCCNC(=O)C1(C)CCC(=O)N1CCOc1ccccc1` (stereo unspecified) gave TGFb inhibitor 0%, IL-1B inflam inh 25, ATXN2 expr inh 7%, ATXN viability inactive, Nrf2 ARE act 0.0% and HepG2 tox -13%.
COc1ccc(CCNC(=O)Nc2ccc([N+](=O)[O-])cc2)cc1OC was read as TGFb inhibitor 12%, IL-1B inflam inh inconclusive, ATXN2 expr inh inconclusive, ATXN viability inactive, Nrf2 block -7%, A549 viability 1%, MCF10A rerep 4%, Nrf2 ARE act 0.1% and HepG2 tox 6%.
For Nc1nc(SCC(=O)N2N=C3/C(=C\c4ccco4)CCCC3C2c2ccco2)n[nH]1 (stereo unspecified) the results were TGFb inhibitor -7%, IL-1B inflam inh -14, ATXN2 expr inh 7%, ATXN viability inactive, Nrf2 block 26%, A549 viability -3%, MCF10A rerep -7%, Nrf2 ARE act inconclusive and HepG2 tox 13%.
Screening Cc1cccc(-n2nc(C)cc2N)c1 returned TGFb inhibitor 4%, IL-1B inflam inh -6, ATXN2 expr inh 5%, ATXN viability inactive, Nrf2 block 0%, A549 viability 15%, MCF10A rerep 22%, Nrf2 ARE act -0.2% and HepG2 tox 1%.
`Cc1cc(C)nc(Nc2n[nH]c(-c3cccc4ccccc34)n2)n1` gave TGFb inhibitor 17%, IL-1B inflam inh -13, ATXN viability inactive, Nrf2 block -23%, A549 viability -2%, MCF10A rerep 1%, Nrf2 ARE act 3.4% and HepG2 tox -11%.
For COCCN(C(=O)COC(=O)c1sccc1C)c1c(N)n(Cc2ccccc2)c(=O)[nH]c1=O the results were TGFb inhibitor -16%, IL-1B inflam inh 0, ATXN2 expr inh 0%, ATXN viability inactive, Nrf2 block -1%, A549 viability 0%, MCF10A rerep -3%, Nrf2 ARE act -0.1% and HepG2 tox -20%.
Screening Cc1nn(-c2ncc(C(F)(F)F)cc2Cl)c(=O)n1-c1ccccc1 returned TGFb inhibitor -1%, IL-1B inflam inh 24, ATXN2 expr inh -9%, ATXN viability inactive, Nrf2 block 12%, A549 viability -6%, MCF10A rerep 0%, Nrf2 ARE act -0.5% and HepG2 tox -2%.
`CCCNC(=O)CS(=O)(=O)Cc1nc(-c2ccccc2C)oc1C` gave TGFb inhibitor 2%, IL-1B inflam inh 6, ATXN2 expr inh -11%, ATXN viability inconclusive, Nrf2 block -9%, A549 viability -15%, MCF10A rerep 15%, Nrf2 ARE act -0.2% and HepG2 tox -15%.
Cc1cc(-c2ccccc2)nc2cc(C(=O)Nc3ccc(Cl)c(Cl)c3)nn12 was read as TGFb inhibitor -17%, ATXN2 expr inh -10%, ATXN viability inactive, Nrf2 block inconclusive, A549 viability -12%, Nrf2 ARE act 0.0% and HepG2 tox -4%.
For O=C(CN1C(=O)c2ccccc2S1(=O)=O)NCc1cccs1 the results were TGFb inhibitor -1%, IL-1B inflam inh 17, ATXN2 expr inh 2%, ATXN viability inactive, Nrf2 block 0%, A549 viability 1%, MCF10A rerep 1%, Nrf2 ARE act 0.1% and HepG2 tox -3%.
COc1cc(/C=N/NC(=O)c2cccnc2)ccc1OS(=O)(=O)c1cc(C)ccc1C was read as TGFb inhibitor -19%, IL-1B inflam inh -76*, ATXN2 expr inh inconclusive, ATXN viability inconclusive, Nrf2 block 17%, A549 viability -7%, MCF10A rerep inconclusive, Nrf2 ARE act -0.3% and HepG2 tox -38%.
For CC1Cc2cc(S(=O)(=O)NCCC(=O)NCc3ccc(F)cc3)ccc2N1C(=O)C1CC1 (stereo unspecified) the results were TGFb inhibitor -5%, IL-1B inflam inh -16, ATXN2 expr inh -12%, ATXN viability inactive, Nrf2 block -17%, A549 viability -1%, MCF10A rerep -10%, Nrf2 ARE act 0.3% and HepG2 tox -20%.
For CCOc1ccc(OCC)c(S(=O)(=O)NCc2ccccc2)c1 the results were TGFb inhibitor 17%, IL-1B inflam inh -24, ATXN2 expr inh 1%, ATXN viability inactive, Nrf2 block 8%, A549 viability 11%, MCF10A rerep -16%, Nrf2 ARE act 0.0%[9.22 µM] and HepG2 tox 2%.
For CCCOC(=O)c1ccc(NC(=O)c2c(Cl)ccc(Cl)c2OC)cc1 the results were TGFb inhibitor inconclusive, IL-1B inflam inh -22, ATXN2 expr inh inconclusive, ATXN viability inactive, Nrf2 block -14%, A549 viability 4%, MCF10A rerep inconclusive, Nrf2 ARE act 3.0% and HepG2 tox -53%.
For COc1cc(NC(=O)COc2cccc3c2OC(C)(C)C3)cc(OC)c1OC the results were TGFb inhibitor -6%, IL-1B inflam inh 0, ATXN2 expr inh inconclusive, ATXN viability inactive, Nrf2 block 10µM*, A549 viability -13%, MCF10A rerep 2%, Nrf2 ARE act 0.4% and HepG2 tox -1%.
For Cc1ccc(C)c(NC(=O)CSc2nnc3n2CCCCC3)c1 the results were TGFb inhibitor 9%, IL-1B inflam inh 8, ATXN viability inactive, Nrf2 block inconclusive, A549 viability 4%, MCF10A rerep 0%, Nrf2 ARE act 0.5% and HepG2 tox 18%.
Screening CCc1ccc(NC(=O)Cn2ncc3c(C)n(Cc4cccc(Cl)c4)c(C)c3c2=O)cc1 returned TGFb inhibitor 47%, Nrf2 block -13%, A549 viability 0%, Nrf2 ARE act -0.9% and HepG2 tox 5%.
Screening CC(C)N1CC(C(=O)Nc2ccc(Cl)c(Cl)c2)CC1=O (stereo unspecified) returned TGFb inhibitor -7%, IL-1B inflam inh -21, ATXN2 expr inh -1%, ATXN viability inactive, Nrf2 block 3%, A549 viability 1%, MCF10A rerep 8%, Nrf2 ARE act -0.1% and HepG2 tox 2%.
CC(C)(C)N(Cc1ccccc1)C(=O)CN1C(=O)c2ccccc2S1(=O)=O was read as TGFb inhibitor 7%, IL-1B inflam inh 2, ATXN2 expr inh 0%, ATXN viability inactive, Nrf2 block -7%, A549 viability -2%, MCF10A rerep 4%, Nrf2 ARE act 0.1% and HepG2 tox 2%.
`Cc1ccc(S(=O)(=O)Nc2nc(C)cc(N/N=C/c3ccc(O)cc3)n2)cc1` gave TGFb inhibitor -21%, IL-1B inflam inh 14, ATXN viability inactive, Nrf2 block -14%, A549 viability -3%, MCF10A rerep 0%, Nrf2 ARE act 0.0% and HepG2 tox -19%.
`COC(=O)c1cnn2c(C)c(Cc3c(C)cc(C)cc3C)c(C)nc12` gave TGFb inhibitor -11%, ATXN2 expr inh -3%, ATXN viability inactive, A549 viability 6%, Nrf2 ARE act -0.6% and HepG2 tox 5%.
